P. falciparum M1AAP – P. falciparum M1AAP inhibitors, biochemical, fluorogenic H-Leu-NHMec substrate, 1536-well (AID 1445). Aminopeptidase N (Plasmodium falciparum (isolate 3D7)). recombinant M1AAP, H-Leu-NHMec fluorogenic kinetic assay; higher % means a stronger effect. inhibition, % at 30 µM, or IC50 in µM where a hit was titrated. 220,000 tested, 0.42% active;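 active = primary inhibition above the hit cutoff, then over 50% inhibition at one or more dose response concentrations, cut at about 23% in these data, passing the limit was not always enough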;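 note: plate controls were DMSO full reaction for no effect and no enzyme background for full effect; strong numbers were not always called active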
SIAH1 antagonists – Siah-1 peptide-binding antagonists, primary screen, biochemical, fluorescence polarization, rhodamine-plectin, uHTS (AID 1817) | Siah-1 / rhodamine-plectin peptide fluorescence polarization; higher % means a stronger effect | displacement, % at 20 µM; hits with a dose series show IC50 in µM | 290,000 tested, 0.02% active;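 active = displacement of at least 50% at 20 µM, with a fluorescence ratio check between 0.3 and a set limit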;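 note: plate controls were Siah plus tracer with DMSO for no effect and tracer alone without Siah for full effect; strong numbers were not always called active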
PhoP inhibition – inhibitors of PhoP regulon expression, primary screen, Salmonella Typhimurium, GFP reporter (AID 1863) | S. Typhimurium PhoP-regulated promoter GFP reporter, 4 h; higher % means a stronger effect | one-dose inhibition, % at 50 µM; IC50 in µM for titrated hits | 300,000 tested, 0.16% active;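 active = inhibition over 29.93%, a cutoff 3 SD above the screen mean, later confirmed by dose response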;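 note: 0% = low Mg2+ inducing control and 100% = high Mg2+ repressing control; strong numbers were not always called active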
human PMI inhibitors – human PMI inhibitors, high substrate, primary screen, biochemical, fluorescence intensity, high mannose 6-phosphate (AID 1220); Mannose-6-phosphate isomerase (Homo sapiens); recombinant PMI enzyme, coupled fluorescence intensity; higher % means a stronger effect; inhibition, % at 20 µM, or IC50 in µM where a hit was titrated; 190,000 tested, 0.66% active; in the data active = inhibition above about 50%
West Nile antiviral – West Nile virus antiviral activity, cell-based, CPE readout (AID 1621). West Nile virus-infected cells, CPE inhibition; higher % means a stronger effect. CPE inhibition, % at 10 µM; hits with a dose series show IC50 in µM. 290,000 tested, 0.02% active; in the data active = a potency from the dose series; note: strong numbers were not always called active
ER stress rescue – rescue of cells from ER stress-induced death, primary screen, 384-well, CSM14.1, thapsigargin, ATP luminescence (AID 1222) | CSM14.1 thapsigargin-induced death rescue, ATP luminescence; higher % means a stronger effect | one-dose cellular ATP content (survival), % at 20 µM; EC50 in µM for titrated hits | 190,000 tested, under 10 active;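 active = EC50 below 50 µM in the dose-response confirmation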;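 note: death triggered by thapsigargin at about 15 µM added after 2 h compound pretreatment; cell ATP read after overnight thapsigargin exposure of roughly 18 to 22 hours; normalized against plate controls of thapsigargin alone and 5% DMSO vehicle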
XIAP displacement – XIAP antagonists, biochemical, IAP family, fluorescence polarization (AID 1018); E3 ubiquitin-protein ligase XIAP (Homo sapiens); XIAP BIR domain, fluorescence polarization peptide displacement; higher % means a stronger effect; displacement, % at 20 µM; hits with a dose series show IC50 in µM; 200,000 tested, 0.007% active; in the data active = displacement above about 50%; note: a part of the inactive calls stands beside numbers as strong as those of hits
P. falciparum M17LAP – P. falciparum M17LAP inhibitors, primary screen, biochemical, fluorogenic H-Leu-NHMec substrate, 1536-well (AID 1619). one-dose inhibition, % at 30 µM; IC50 in µM for titrated hits. Leucine aminopeptidase (Plasmodium falciparum (isolate 3D7)). 220,000 tested, 0.38% active. recombinant M17LAP, H-Leu-NHMec fluorogenic kinetic assay; higher % means a stronger effect;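 active = compound inhibiting the enzyme by more than half at any dose during confirmatory dose-response retesting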;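 note: plate controls were full reaction with DMSO carrier for no effect and no enzyme background for full effect; strong numbers were not always called active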
Yfh1-depleted yeast – enhancers of respiration in Yfh1-depleted yeast, dose response, Friedreich's ataxia, plus single-dose screen (AID 1465). one-dose fold induction at 50 µM; EC50 in µM for titrated hits. 220,000 tested, 0.074% active. S. cerevisiae Yfh1-off respiration, WST-1 reduction, 72 h; higher fold induction means a stronger effect;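 active = fold induction of absorbance versus untreated yeast above a set limit, then at least 30% activation at any dose in follow-up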;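 note: activators that raise dye reduction in frataxin-depleted yeast; strong numbers were not always called active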
* hit, by the source's call; i = inactive; x = not tested or not shown. Rows were taken by chance; 1.6% or so of the library scored in one or more.

#	Compound	P. falciparum M1AAP	SIAH1 antagonists	PhoP inhibition	human PMI inhibitors	West Nile antiviral
1	COCCNC(=O)c1ccccc1NC(=O)c1ccc(Cl)c(S(=O)(=O)Nc2ccc(C)cc2C)c1	0%	-1%	19%	11%	-0.5%
2	O=C(Nc1nc2ccc(SC(F)F)cc2s1)c1ccc2c(c1)S(=O)(=O)c1ccccc1C2=O	-6%	-2%	31%	0%	-0.3%
3	COc1cccc(CC2(CO)CCN(CC3=CC[C@H]4C[C@@H]3C4(C)C)CC2)c1	2%	3%	-3%	-12%	-1.6%
4	Fc1ccc(-c2csc(/C=C/c3ccc4c(c3)OCO4)n2)cc1	9%	-4%	-3%	8%	-0.4%
5	CCCCOc1ccc(-c2ncc([N+](=O)[O-])cn2)cc1	0%	0%	-6%	x	-0.3%
6	COc1cccc(NC(=O)c2nn(-c3ccc(OC)cc3OC)c(=O)c3ccccc23)c1	-1%	4%	-6%	12%	-0.5%
7	OC1(c2ccc(Cl)cc2)CN(c2ccccc2)C2=[N+]1CCS2 (stereo unspecified)	3%	2%	-5%	-4%	-0.6%
8	CCOc1ccc(CCNC(=O)CSc2nn(-c3ccc(C)c(Cl)c3)c(=S)s2)cc1OCC	4%	-8%	-11%	3%	-0.9%
9	CCn1cc(S(=O)(=O)CC(=O)Nc2ccc(C)cc2)c2ccccc21	13%	-4%	6%	0%	-1.0%
10	COCCn1c(SCC(=O)N2CC(=O)Nc3ccccc32)nc2ccccc2c1=O	3%	-5%	1%	4%	x

#	ER stress rescue	XIAP displacement	P. falciparum M17LAP	Yfh1-depleted yeast
1	-2.8%	-7.0%	10%	i
2	-0.8%	2.1%	-12%	i
3	-2.7%	-4.8%	-11%	i
4	4.2%	-1.0%	4%	i
5	x	x	8%	i
6	-0.1%	-14%	-2%	i
7	-0.1%	-7.8%	-4%	i
8	-1.1%	-0.6%	6%	i
9	0.0%	-3.2%	7%	i
10	-1.8%	-12%	18%	i

Reprinted at random: 2 entries already listed
#	Compound	P. falciparum M1AAP	SIAH1 antagonists	PhoP inhibition	human PMI inhibitors	West Nile antiviral
6	COc1cccc(NC(=O)c2nn(-c3ccc(OC)cc3OC)c(=O)c3ccccc23)c1	-1%	4%	-6%	12%	-0.5%
10	COCCn1c(SCC(=O)N2CC(=O)Nc3ccccc32)nc2ccccc2c1=O	3%	-5%	1%	4%	x

#	ER stress rescue	XIAP displacement	P. falciparum M17LAP	Yfh1-depleted yeast
6	-0.1%	-14%	-2%	i
10	-1.8%	-12%	18%	i

Returning to the listing; the 7 compounds before the break are reprinted first.
#	Compound	P. falciparum M1AAP	SIAH1 antagonists	PhoP inhibition	human PMI inhibitors	West Nile antiviral
4	Fc1ccc(-c2csc(/C=C/c3ccc4c(c3)OCO4)n2)cc1	9%	-4%	-3%	8%	-0.4%
5	CCCCOc1ccc(-c2ncc([N+](=O)[O-])cn2)cc1	0%	0%	-6%	x	-0.3%
6	COc1cccc(NC(=O)c2nn(-c3ccc(OC)cc3OC)c(=O)c3ccccc23)c1	-1%	4%	-6%	12%	-0.5%
7	OC1(c2ccc(Cl)cc2)CN(c2ccccc2)C2=[N+]1CCS2 (stereo unspecified)	3%	2%	-5%	-4%	-0.6%
8	CCOc1ccc(CCNC(=O)CSc2nn(-c3ccc(C)c(Cl)c3)c(=S)s2)cc1OCC	4%	-8%	-11%	3%	-0.9%
9	CCn1cc(S(=O)(=O)CC(=O)Nc2ccc(C)cc2)c2ccccc21	13%	-4%	6%	0%	-1.0%
10	COCCn1c(SCC(=O)N2CC(=O)Nc3ccccc32)nc2ccccc2c1=O	3%	-5%	1%	4%	x
11	COc1ccc(C2/C=C\CN(C(=O)CC(C)C)CC(=O)N2Cc2ccc(F)cc2)cc1 (stereo unspecified)	1%	-1%	-6%	x	-0.5%
12	CCCCOc1ccc(CSc2ncn[nH]2)cc1	17%	0%	-9%	2%	0.9%
13	COC(=O)/C(C#N)=C/c1ccc(C)o1	4%	4%	11%	-2%	-0.5%
14	CCOC(=O)Cc1csc(NC(=O)c2ccc(C)cc2)n1	1%	0%	-6%	-3%	-1.0%
15	COCCn1c(Sc2nc(C)cs2)nc2c1c(=O)[nH]c(=O)n2C	2%	1%	-2%	18%	0.3%
16	CCCN1C(=O)C(Cc2nc3ccccc3c(=O)n2C)c2ccccc21 (stereo unspecified)	1%	-3%	2%	6%	-0.2%
17	CC(=O)N(c1ccccc1)c1ccc([N+](=O)[O-])cc1[N+](=O)[O-]	-1%	2%	-7%	5%	-0.6%
18	O=c1c2ccccc2nc(-c2ccccc2)n1Cc1ccco1	13%	0%	-8%	4%	-0.2%
19	Cc1ccc(S(N)(=O)=O)c(C)c1N1CCCC1=O	12%	-6%	-8%	-9%	0.6%
20	CCN(CC)S(=O)(=O)c1cccc(NC(=O)c2ccc(Br)cc2)c1	-5%	-1%	2%	17%	-0.2%

#	ER stress rescue	XIAP displacement	P. falciparum M17LAP	Yfh1-depleted yeast
4	4.2%	-1.0%	4%	i
5	x	x	8%	i
6	-0.1%	-14%	-2%	i
7	-0.1%	-7.8%	-4%	i
8	-1.1%	-0.6%	6%	i
9	0.0%	-3.2%	7%	i
10	-1.8%	-12%	18%	i
11	x	x	-8%	i
12	-3.2%	-3.6%	6%	i
13	-1.4%	-0.3%	18%	i
14	-2.1%	-7.9%	6%	i
15	-2.3%	-6.7%	-7%	i
16	-0.3%	-6.0%	1%	i
17	-3.8%	-3.4%	7%	i
18	1.1%	-7.9%	6%	i
19	-1.8%	-13%	3%	i
20	-1.3%	-3.6%	-3%	i

Other records:
#	Compound	P. falciparum M1AAP	SIAH1 antagonists	PhoP inhibition	human PMI inhibitors	West Nile antiviral
21	CCCCSC1=N/C(=C/c2ccsc2)C(=O)N1c1ccccc1	-1%	3%	6%	-1%	-1.8%
22	Cc1[nH]nc(SCC(=O)NC2CCCCC2)c1[N+](=O)[O-]	1%	6%	-1%	-12%	0.1%
23	CCCC(=O)Nc1nnc(CC(=O)N2CCCC2)s1	-2%	6%	12%	-8%	0.3%
24	CCOC(=O)C(C)Sc1ncc(-c2ccccc2)cn1 (stereo unspecified)	9%	-4%	-7%	14%	-0.2%
25	Cn1c(-c2cccs2)[n+](C)c2ccccc21	-3%	-5%	3%	30%	0.0%
26	CCCCS(=O)CC(COC)OC(=O)c1ccccc1 (stereo unspecified)	4%	1%	-6%	9%	-0.2%
27	COc1ccc(OC)c(N(CC(=O)Nc2cccnc2)S(=O)(=O)c2ccc(OC)c(OC)c2)c1	-3%	-1%	0%	7%	0.1%
28	CCN(CC)c1ccc2cc(-c3nc4ccccc4n3C)c(=O)oc2c1	6%	6%	-22%	3%	0.3%

#	ER stress rescue	XIAP displacement	P. falciparum M17LAP	Yfh1-depleted yeast
21	-2.1%	-0.7%	14%	i
22	-0.1%	-8.8%	7%	i
23	2.0%	-5.0%	7%	i
24	-0.5%	-4.0%	12%	i
25	-1.0%	-8.8%	-6%	i
26	-2.1%	-4.4%	-2%	i
27	-1.1%	-9.6%	-1%	i
28	-1.7%	-4.4%	-34%	i

Assay outcomes: PubChem, several laboratories
